Assay outcomes: PubChem BioAssay, National Center for Advancing Translational Sciences (NCATS)
ALOX12 inh: Primary qHTS assay for inhibitors of human arachidonate 12S-lipoxygenase (ALOX12): Round 2; Polyunsaturated fatty acid lipoxygenase ALOX12 (Homo sapiens), P18054; purified 12hLO, xylenol orange hydroperoxide absorbance; Potency, µM (titrated, usually from 108 µM), for the others: top-dose activity change, negative = inhibition, actives largely listed as inhibitors; hit rate 1.1% among 580,000; AID 1671190, 2021; active = well fitted inhibition curve with a large enough effect; inconclusive = small, poorly fitted or top-dose-only effect, or another doubt; inactive = no such curve, though single readings can be large or run the other way
Target sequence (P18054 whole entry, looked up): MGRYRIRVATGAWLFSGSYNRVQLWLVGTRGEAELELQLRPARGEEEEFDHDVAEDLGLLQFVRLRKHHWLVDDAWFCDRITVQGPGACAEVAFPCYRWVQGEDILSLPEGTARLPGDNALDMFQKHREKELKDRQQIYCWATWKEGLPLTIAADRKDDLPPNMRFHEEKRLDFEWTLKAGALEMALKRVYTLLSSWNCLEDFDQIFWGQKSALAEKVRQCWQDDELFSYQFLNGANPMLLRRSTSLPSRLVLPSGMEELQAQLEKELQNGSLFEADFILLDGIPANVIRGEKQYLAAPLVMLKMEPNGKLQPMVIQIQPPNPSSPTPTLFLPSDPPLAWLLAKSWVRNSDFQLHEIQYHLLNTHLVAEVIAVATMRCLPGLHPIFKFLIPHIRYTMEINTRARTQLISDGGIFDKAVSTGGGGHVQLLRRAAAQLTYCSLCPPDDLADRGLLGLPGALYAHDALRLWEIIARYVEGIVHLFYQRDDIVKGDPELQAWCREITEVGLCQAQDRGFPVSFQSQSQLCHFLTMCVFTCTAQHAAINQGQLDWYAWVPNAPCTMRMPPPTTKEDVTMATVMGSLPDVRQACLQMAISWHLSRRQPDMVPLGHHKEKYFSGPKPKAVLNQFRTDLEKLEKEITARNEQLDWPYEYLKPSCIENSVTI
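Hydroperoxide product was detected by ferrous iron/xylenol orange as the 573 to 405 nm absorbance ratio. Arachidonic acid at 40 uM (final) was turned over for 30 min at room temperature by 150 nM human 12hLO, pH 7.0 Hepes buffer, after 15 min compound preincubation.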
Active calls of the source: *; ? = inconclusive; [ ] = remark or other dose. % is set by controls: 0 for no effect and ±100 for the full control effect; potency is the fitted concentration of half-maximal effect.

ALOX12 inh	compound
45µM*	CC(=O)Nc1cc(-c2ccccc2N(C)C)cn2c(-c3ccccc3)cnc12
0%	Cn1nnnc1SCC(=O)N(Cc1cccs1)c1ccc2c(c1)OCCO2
28%	CN(Cc1ccc2nsnc2c1)Cc1nc(Cc2cccc(C(F)(F)F)c2)no1
20%	Cn1cc(CNC(=O)C[C@@H]2C[C@H]3O[C@H](CNCc4ccccc4C(F)(F)F)[C@@H](O)[C@H]3O2)cn1
11%	COc1ccc(-c2nc(-c3nnn4c3COC(c3ccc(Cl)cc3)C4)no2)c(OC)c1 (stereo not given)
45%[activator]	COc1ccc(C(=O)N2CCCC(CO)CCNC(=O)CC2)c(OC)n1 (stereo not given)
49%[activator]	CSc1ncccc1C(=O)N1CC[C@@](C)(O)[C@@H](O)C1
-2%	O=c1c2ccccc2cnn1Cc1coc(-c2ccc(Cl)cc2)n1
-6%	CC(C)c1noc(-c2cn(C3CCN(C(=O)c4ccc(Cl)s4)C3)nn2)n1 (stereo not given)
?	CC(=O)Nc1cc(-c2ccccc2)cn2c(-c3ccc(F)c(Cl)c3)cnc12
-2%	CC(Oc1ccccc1)C(=O)N1CCN(S(=O)(=O)c2ccc(OC(F)(F)F)cc2)CC1 (stereo not given)
?	CC1CC1C(=O)Nc1ccc(SC2CCCC2)cc1 (stereo not given)
32µM*	CCCCNc1nc(-c2ccc3c(c2)CC(=O)N3)cs1
69%[activator]	Cc1cnc(C)n1C1CCN(C(=O)CCn2cccn2)CC1
0%	O=C(O)c1cc(-c2cncnc2)cc(S(=O)(=O)N2CCCCCC2)c1
31%	CN1CCCC1c1nc(C2CN(S(=O)(=O)Cc3ccccc3F)C2)no1 (stereo not given)
18%	Cc1ccc(-c2cc(C(=O)N3CCC(Cc4nncn4C(C)C)CC3)c3ccccc3n2)cc1C
26%	O=C(C1CCC1)N1CCCCCC1c1nnc(-c2ccccc2)o1 (stereo not given)
14%	COC(=O)C1=C(C)N=C2SC=C(CC(=O)N3CCCCC3C)N2C1c1cccc(OC)c1 (stereo not given)
74%[activator]	O=C1N(Cc2ccccc2)c2ccccc2C12CCN(Cc1cncs1)C2 (stereo not given)
?	C[C@H](c1ccccc1)N1C[C@@H](COCc2ccccc2)Oc2cc(N3CC[C@@H](N(C)C)C3)ccc2S1(=O)=O
-7%	N#C/C(=C\c1ccc(O)c(Br)c1)c1nc2ccccc2[nH]1
39%	CCCS(=O)(=O)N1CCC2(CC1)CN(Cc1ccc(OC)cc1)C2=O
7%	CCN1C(=O)C2CC3(CCN(C(=O)c4c(C)noc4C)CC3)CN2C1=O (stereo not given)
-9%	O=C(CCn1nc(-c2ccccc2)c2ccccc2c1=O)NC1CCCCC1

Reprinted at random: two entries already listed, in no set order.
ALOX12 inh	compound
-2%	CC(Oc1ccccc1)C(=O)N1CCN(S(=O)(=O)c2ccc(OC(F)(F)F)cc2)CC1 (stereo not given)
18%	Cc1ccc(-c2cc(C(=O)N3CCC(Cc4nncn4C(C)C)CC3)c3ccccc3n2)cc1C

New compounds follow.
ALOX12 inh	compound
11%	COc1ccccc1NC(=O)CSc1nnc(C)n1-n1cccc1
13%	COc1cccc(CNC(=O)[C@@H]2C[C@@H](O)CN2C2CCN(C(=O)c3cnccn3)CC2)c1
16%	CC(C)n1cc(CN2CCC(CO)(Cc3ccccc3Cl)CC2)cn1
9%[12.5 µM]	Cn1nccc1CN1CCC(N2CCOCC2=O)CC1
-28%[176 µM]	COc1ncccc1CN1CCCn2nc(C)c(-c3ccccc3C(C)C)c21
-16%	CC(=O)c1cc(CN2C[C@@H]3CN(C(C)=O)C[C@]3(C(=O)O)C2)n(C)c1
47%[activator]	COc1cccc(S(=O)(=O)N2CCOCCNC(=O)[C@@H]3CCC[C@@H]32)c1
-6%	COc1ccnc(Cn2c(=O)n(CC(C)C)c3ncc(C(=O)O)cc32)c1OC
-17%	COc1cccc(CN(C)C(=O)CC[C@H]2O[C@@H](n3ccc(=O)[nH]c3=O)[C@H](O)[C@@H]2O)c1
3%	O=C1CCN(C(=O)C2COc3ccccc3O2)CCOCCN1 (stereo not given)
43%[activator]	CC(C)CNC(=O)C1COC2(CCC(C)CC2)N1C(=O)c1cccc(F)c1 (stereo not given)
21%	O=C(Cc1cccc2ccccc12)NCCc1cccnc1
10%	O=C(/C=C/c1ccc(-c2ccc(F)cc2)s1)N1CCS(=O)CC1
8%	O=C1CCN(S(=O)(=O)c2ccccc2)CCCN(C(=O)CC2CCCCC2)CCN1
?	CCCCNc1c(-c2cccc(OC)c2)nc2nc(C)cc(C)n12
?	O=C(c1nnn2cc(-c3ccc(F)cc3)[nH]c(=O)c12)N1CCCCC1
0%	CCNC(=O)NC(=O)C(C)OC(=O)CSc1ccc(Br)cc1 (stereo not given)
28%	CC1CCC(NC(=O)C2CCC(CNS(=O)(=O)c3ccc4c(c3)C(C)(C)C(=O)N4C)CC2)CC1 (stereo not given)
7%	CC(=O)c1ccc(NC(=O)Cn2ccn3nc4c(c3c2=O)CCCC4)cc1
-1%	Cc1cccc(C(=O)N2CCC3(CC2)OCC(C(=O)NC2CC2)N3C(=O)c2cccc(C)c2)c1 (stereo not given)
0%	Cc1cc(=O)n(CC(=O)Nc2cccc(Cl)c2C)c(N2CCOCC2)n1
-5%	Nc1nccnc1C(=O)NCC(=O)OCc1ccccc1
-22%	CCOC(=O)Cc1ccc(Nc2nc(NCc3ccccc3)nc3ccsc23)cc1
1%	CC(C)NC(=O)[C@@H]1C[C@H](N)CN1S(=O)(=O)c1ccc2c(c1)OCCN2C
-7%	CCC/C=C/c1ccc(CN2C(C)C(=O)N(Cc3cn(CCOCOC)nn3)CCS2(=O)=O)cc1 (stereo not given)

Later entries.
ALOX12 inh	compound
6%	O=C(CCc1nc2ccccc2n1-c1ccccc1)NCc1ccccc1F
-10%	O=C(CSc1ccc2c(c1)OCCCO2)Nc1ccc2c(c1)CCC2
?	Cn1cncc1-c1cc2cnc(Nc3ccc(OC(F)(F)F)cc3)cc2[nH]1
13%	COc1cccc(C2(CC(=O)N3CCC(c4nc5ccccc5o4)CC3)CC(=O)N(C)C2=O)c1 (stereo not given)
-23%	COc1ccc(C(C(=O)O)N2CCN(C(=O)c3ccco3)CC2)c(OC)n1 (stereo not given)
4%	O=C(NCc1ccc(C(=O)N2CCCCCC2)cc1)c1cc2ccccc2oc1=O
-57%	COc1cc2c(cc1OC)CN(C(=O)CN(Cc1ccccc1)S(=O)(=O)c1ccccc1)CC2
23%	CCC(=O)N1CCC(N(C(=O)COC)C2CCOCC2)CC1
2%	O=C(/C=C/c1cccc2cccnc12)OCc1cc(-c2ccc(Cl)cc2)no1
?	COc1ccc(OC)c(-c2cc(C(=O)O)c3cccc(C)c3n2)c1
8%	CCOc1cc(CNC(=O)c2ncoc2-c2cccc(Cl)c2)ccc1OC
29%	O=C(NCC(O)c1ccccc1)C1CCC(CNS(=O)(=O)c2ccc(Cl)cc2)CC1 (stereo not given)
2%	CN(c1ccccc1)S(=O)(=O)c1cccc(C(=O)NCC(c2cccs2)N2CCOCC2)c1 (stereo not given)
?	COc1ccc(-c2cc(C(=O)NCC(O)CO)c3ccccc3n2)cc1 (stereo not given)
35%[176 µM]	O=C1Nc2ccccc2OCC12CCN(Cc1ccccc1)CC2
-13%	CCCNC(=O)N1C[C@H](O)COC[C@H]2O[C@@H](CC(=O)N[C@@H]3CCN(Cc4ccccc4)C3)CC[C@@H]21
-3%	CCc1cccc(NC(=O)c2nc3ccccc3nc2N2CCCC2)c1
65%[activator]	O=C(CC1COCCN1C(=O)CCc1cccnc1)N1CCC(F)CC1 (stereo not given)
24%	COc1ccc(CNC(=O)C(F)(F)F)cc1
-28%[176 µM]	COc1cccc(N2C(=O)N[C@@H]3CCN(C(=O)c4cccs4)[C@@H]3C2=O)c1
4%	CCCCCCCCCCCCS(=O)(=O)CC(Cl)CO (stereo not given)
1%	Cc1[nH]c2ccccc2c1C(=O)C(=O)N1CCC(C(=O)N2CCCC2)CC1
-8%	O=S1(=O)N[C@H](Cc2ccccc2)COc2cccc(N3CCCCC3)c21
57%[activator]	O=C(Cn1nc2c(cc1=O)CCCC2)N1CCN(Cc2ccccc2Cl)CC1
-4%[176 µM]	CNC(=O)c1cc2cc(-c3c(C)noc3C)nc(-c3ccccc3OC)c2o1

A different layout for some results above.
SMILES,ALOX12 inh
O=C(NCC(O)c1ccccc1)C1CCC(CNS(=O)(=O)c2ccc(Cl)cc2)CC1 (stereo not given),29%
CN(c1ccccc1)S(=O)(=O)c1cccc(C(=O)NCC(c2cccs2)N2CCOCC2)c1 (stereo not given),2%
COc1ccc(-c2cc(C(=O)NCC(O)CO)c3ccccc3n2)cc1 (stereo not given),?
O=C1Nc2ccccc2OCC12CCN(Cc1ccccc1)CC2,35%[176 µM]
CCCNC(=O)N1C[C@H](O)COC[C@H]2O[C@@H](CC(=O)N[C@@H]3CCN(Cc4ccccc4)C3)CC[C@@H]21,-13%

Further compounds follow.
ALOX12 inh	compound
28%	COc1ccc(C)cc1NC(=O)CCC[C@@H]1[C@H]2CCCN3CCC[C@@H](CN1C)[C@@H]23
63%[activator][176 µM]	O=C1Nc2ccccc2O[C@H]2C[C@@H]1N(Cc1ccc3ccccc3n1)C2
4%	c1cc(-c2nc3c([nH]2)CNCC3)c2cccnc2c1
?	CN(c1ccccc1)c1cc(=O)c2ccnc(NCC3CCOCC3)c2o1
-24%	CC(NC(=O)CSc1nnnn1-c1ccc(O)cc1)c1ccc2c(c1)CCCC2 (stereo not given)
-1%	Cc1ccc(C=Nc2ccc(-c3ccc(N=Cc4ccc(C)s4)cc3)cc2)s1
4%	Cc1ccc(S(=O)(=O)N2CCC(Oc3ncccc3C(=O)N(C)C)C2)cc1Cl (stereo not given)
3%	Cc1[nH]c2ccccc2c1C(=O)CN1C(=O)CC2(CCCC2)C1=O
-3%	COC(=O)CCC[C@H](C)[C@@H](NS(=O)(=O)c1ccc(C)cc1)C(C)(C)C
?	O=C(CC1COCCN1)N(Cc1cccnc1)Cc1cccnc1 (stereo not given)
-12%	CSc1ncc(C(=O)Nc2ccc(Cl)cc2)c(C(F)(F)F)n1
-4%	C[C@H](CO)N1C[C@H](C)[C@@H](CN(C)C(=O)Nc2ccnc(N3CCOCC3)c2)OCc2cn(nn2)CCCC1=O
14%	COc1cccc(CN2Cc3cc(NC(=O)c4ccc(F)cc4F)ccc3OC(C)C2=O)c1 (stereo not given)
2%	COc1cccc(CN2CCCC3(CCN(C(=O)c4cnc(C)cn4)C3)C2)c1 (stereo not given)
-29%	CCCCc1c(-c2ccccc2OC)ncn1Cc1ccccc1
-8%	Cn1c(=O)c2nc(SCC(=O)O)n(Cc3ccccc3)c2n(C)c1=O
0%	CCCNC(=O)CCNC(=O)NCc1nc2c(cnn2-c2ccccc2)c(=O)[nH]1
-1%	CCN(CC)c1ccc(C(=O)NCc2nnc3cc(-c4nc(C(C)C)no4)ccn23)cc1
47%[activator]	COc1cccc(CNC(=O)C(C)(C)C2CCOCC2)c1OC
2%	O=C(NC1CCCCC1)N1C[C@@H]2C[C@H](C1)c1c(NS(=O)(=O)c3ccccc3)ccc(=O)n1C2
49%[activator][176 µM]	O=C(Cc1ccccn1)N1CCC(N2CCCNC2=O)CC1
-1%	CC(=O)N1CCN(C(=O)CCn2c(-c3ccccc3)cc3ccccc32)CC1
21%	CCCCCCCCCC(=O)NN=C1CCCCCCCCCCC1
11%	CCOC(=O)N1CCC(NC(=O)C(CC)n2nc(C)c3sc4ccccc4c3c2=O)CC1 (stereo not given)
20%	CC(C)Oc1ccc(CNC(=O)CCC2CCN(C(=O)c3ccccc3)CC2)cc1

Structural class, the entries above with two or more sulfur atoms.
ALOX12 inh	compound
0%	Cn1nnnc1SCC(=O)N(Cc1cccs1)c1ccc2c(c1)OCCO2
10%	O=C(/C=C/c1ccc(-c2ccc(F)cc2)s1)N1CCS(=O)CC1
2%	CN(c1ccccc1)S(=O)(=O)c1cccc(C(=O)NCC(c2cccs2)N2CCOCC2)c1 (stereo not given)
-1%	Cc1ccc(C=Nc2ccc(-c3ccc(N=Cc4ccc(C)s4)cc3)cc2)s1

Other results
ALOX12 inh	compound
0%	O=C(O)CCC1NC(=O)N(CCc2c[nH]c3ccc(F)cc23)C1=O (stereo not given)
-20%	COC(=O)[C@]12C[C@H](CC(=O)N3CCCCC3)C(=O)N(Cc3ccc4c(c3)OCO4)C1=C[C@H](C(C)(C)C)O[C@@H]2C
21%	O=C(O)C1(Oc2ccccc2)CCN(c2cc(NCCO)ncn2)CC1
27%	Cc1ccc(C(=O)N2C[C@@H](CO)[C@H](c3ccccn3)C2)cc1F
?	Cc1ccc(NC(=S)Nc2ccc(S(=O)(=O)Nc3ccccc3)cc2)cc1
19%	COC(=O)C1=CN(CC(=O)Nc2ccc(F)cc2F)S(=O)(=O)N=C1C
?	COc1ccc(-c2nc(SC(C)C(=O)NC(C)(C)C)n[nH]2)c(OC)c1 (stereo not given)
49%[activator]	CCCS(=O)(=O)N1CC(N(Cc2cccnc2)CC(C)C)C1
-3%	CCCc1nn(C)c2c(=O)[nH]c(-c3cc(S(=O)(=O)Nc4ccc(C)cc4C)ccc3OCC)nc12
?	Cc1cc(O)c(C2CCCCC2)cc1C1CCCCC1
8%	N#Cc1nc(-c2ccccc2Cl)oc1N1CCCCCC1
10%	COC(=O)[C@@]12C[C@@H](CC(=O)NCc3ccc(OC)c(OC)c3)C(=O)N(CCc3ccc(OC)c(OC)c3)C1=CCC(C)(C)C2
-14%	Cc1ccc(-c2nc3ccccc3n2CCNC(=O)NCC(C)C)cc1
?	CCCCC(=O)N(C)c1c(C)nc2ccc(C(=O)N3CCN(C(C)=O)CC3)cn12
21%	O=C(c1cnccn1)N1CCC(Nc2cccnc2)C1 (stereo not given)
-8%	CN(C)C[C@@H]1CN(S(C)(=O)=O)C[C@H]1NC(=O)CN1CCOCC1

Only part of the results is shown, so the mix of outcomes need not match the whole.
